# Screening results: PubChem BioAssay, National Center for Advancing Translational Sciences (NCATS)
# hERG WT inh = blocks the wildtype human KCNH2 potassium channel. Q12809. U2OS, BacMam KCNH2, thallium flux FluxOr; active compounds read low. activity change, % at 1.84 µM. 340,000 tested, 0.37% active. AID 720551;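 active = maximum activity change below -70%; inconclusive = maximum activity change between -70% and -50%; inactive = maximum activity change above -50%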; also: % is scaled to controls: 0 for no effect and ±100 for the full control effect
# Target sequence (Q12809 whole entry, looked up): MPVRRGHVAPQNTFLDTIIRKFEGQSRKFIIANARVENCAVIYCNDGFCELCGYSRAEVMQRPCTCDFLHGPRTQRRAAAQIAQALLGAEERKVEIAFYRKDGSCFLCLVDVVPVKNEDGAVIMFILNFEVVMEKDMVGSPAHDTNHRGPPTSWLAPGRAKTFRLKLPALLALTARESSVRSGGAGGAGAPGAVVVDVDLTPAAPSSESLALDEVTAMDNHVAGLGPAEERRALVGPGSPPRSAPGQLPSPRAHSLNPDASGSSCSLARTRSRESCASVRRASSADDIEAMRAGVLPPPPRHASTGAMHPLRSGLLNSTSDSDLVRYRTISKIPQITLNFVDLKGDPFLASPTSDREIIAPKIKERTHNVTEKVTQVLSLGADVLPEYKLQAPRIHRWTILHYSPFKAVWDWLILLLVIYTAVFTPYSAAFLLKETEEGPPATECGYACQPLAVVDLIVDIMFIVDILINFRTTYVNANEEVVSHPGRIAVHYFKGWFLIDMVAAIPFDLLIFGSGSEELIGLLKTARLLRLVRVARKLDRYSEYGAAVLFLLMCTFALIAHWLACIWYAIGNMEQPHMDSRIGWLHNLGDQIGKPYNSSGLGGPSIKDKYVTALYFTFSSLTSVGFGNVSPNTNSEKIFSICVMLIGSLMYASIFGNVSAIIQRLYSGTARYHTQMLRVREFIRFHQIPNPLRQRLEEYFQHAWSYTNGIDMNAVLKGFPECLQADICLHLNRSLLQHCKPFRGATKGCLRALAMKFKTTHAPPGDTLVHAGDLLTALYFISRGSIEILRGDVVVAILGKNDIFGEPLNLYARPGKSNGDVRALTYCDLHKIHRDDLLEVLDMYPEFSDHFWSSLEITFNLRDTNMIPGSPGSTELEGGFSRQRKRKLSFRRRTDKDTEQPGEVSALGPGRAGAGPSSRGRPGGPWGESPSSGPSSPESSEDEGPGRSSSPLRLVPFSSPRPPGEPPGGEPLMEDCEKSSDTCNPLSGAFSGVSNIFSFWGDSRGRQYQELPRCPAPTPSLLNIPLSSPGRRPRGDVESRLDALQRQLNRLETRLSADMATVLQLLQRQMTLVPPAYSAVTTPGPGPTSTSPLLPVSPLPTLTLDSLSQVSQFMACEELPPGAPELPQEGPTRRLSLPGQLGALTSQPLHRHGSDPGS
#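 U2OS cells transduced with wild-type KCNH2 virus are loaded with FluxOr dye for 45 min, and thallium flux is measured in kinetic reads before and after stimulation buffer. Rate constants are normalized to DMSO controls.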
# TSHR antagonist = blocks TSH signaling through the human TSH receptor; P16473; TSHR-expressing cells, TSH-stimulated cAMP HTRF, 2 h; active compounds read low; activity change, negative = inhibition, % at 11.5 µM; 330,000 tested, 0.2% active; AID 504810;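 active = activity change below a set negative limit, meaning inhibition stronger than a set level, cut at about -70% in these data; inconclusive = activity change between two set negative limits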; also: % is scaled to controls: 0 for no effect and ±100 for the full control effect
#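 TSHR-expressing cells, 200/well, pre-treated with compound, then stimulated with EC80 TSH (4nM final) for 2 hours at 37 deg C. cAMP measured by competitive HTRF: anti-cAMP cryptate antibody in lysis buffer plus cAMP-d2, read after 30 minutes at room temperature.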
# CXXC DNA block = MLL CXXC-DNA interaction inhibition | Q03164 | MLL-CXXC / FITC-HOXA9 DNA fluorescence polarization | Potency, µM (highest dose often 115 µM), without a hit: at the highest dose activity change, negative = inhibition, hits mostly inhibitors | 290,000 tested, 0.037% active; active = well fitted inhibition curve with a large enough effect in the polarisation, with a control signal flat, not every such curve was filed as active; inconclusive = small, poorly fitted or top-dose-only effect, or effect the other way, or a change in a side signal; inactive = no such curve, though single readings can be large or run the other way; the % refers to the polarisation; also: potency is read from the fitted curve at half-maximal effect
#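 Purified MLL-CXXC (added from a 7 uM solution) was preincubated 5 min at ambient with pinned compounds in 50 mM Tris-HCl pH 7.5, 50 mM NaCl, 1 mM DTT, 0.05% BSA. Fluorescein-labeled HOX-A9 DNA (50 nM solution) followed, 30 min, then polarization read.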
# FBPA coupling cs = inhibits coupling enzyme system, counter-screen for aldolase hits; coupling enzyme system counterscreen, AmpLite Red fluorescence; activity change, negative = inhibition, % at 58.2 µM, hits read low; 290,000 tested, 0.67% active; in the data active = activity change below about -30%; also: % is scaled to controls: 0 for no effect and ±100 for the full control effect
#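 Activity here indicates interference with the coupling reaction, not aldolase inhibition. Compounds at 57.5 uM final met coupling enzymes for 10 min at RT; substrate and AmpLite Red detection followed, with a 525/598 nm fluorescence read after 20 min.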
# Giardia killer = kills Giardia lamblia; Giardia lamblia trophozoite viability; activity change, % at 7.66 µM, hits read low; 340,000 tested, 0.15% active; AID 540267; in the data active = activity change below about -80%; inconclusive = between about -30% and that limit;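 also: parasites exposed to compound for two days anaerobically before the ATP read; % is scaled to controls: 0 for no effect and ±100 for the full control effect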
#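 Compounds were tested on trophozoites seeded at 100 cells/well and held 48 hrs at 37 deg C anaerobically. An ATP-based luminescent kit measured the remaining live cells.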
# Chronic BCR inh = blocks chronic active B-cell receptor signaling | ABC-DLBCL IkBa-CBG/CBR reporter, luminescence ratio, 4 h | 340,000 tested, 0.05% active | Potency, µM (titrated, usually from 46.1 µM), for inactives: at the highest dose ratio change, negative = lower green/red ratio, hits mostly inhibitors; active = well fitted inhibition curve with a large enough effect in the signal ratio, with a control signal flat, not every such curve was filed as active; inconclusive = small, poorly fitted or top-dose-only effect, or effect the other way, or a change in a side signal; the % refers to the signal ratio;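 also: potency is read from the fitted curve at half-maximal effect; plate controls were basal doxycycline-induced cells for no effect and cells given 10 µM MG132 for full effect; MG132 reads +100%, hits lower the ratio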
#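 Doxycycline induced both beetle luciferases in TMD8 lymphoma cells; IKK-driven degradation limits the IkappaBalpha-fused green signal, while red luminescence normalises for cell number and nonspecific effects. Compounds tested up to 46 uM, 4 hrs.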
# GALK inhibitor = inhibitors of human galactokinase | P51570 | Potency, µM (doses to about 57.5 µM), without a hit: at the top dose activity change, negative = inhibition, hits mostly inhibitors | Purified GALK, Kinase-Glo residual ATP luminescence | 270,000 tested, 0.007% active | AID 1868; also: potency is read from the fitted curve at half-maximal effect; % is scaled to controls: 0 for no effect and ±100 for the full control effect
#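 Human GALK (5 nM) with 35 uM ATP and 100 uM galactose in 20 mM HEPES pH 8.0, 5 mM MgCl2, 60 mM NaCl, 1 mM DTT, 0.01% BSA. After 1 h at room temperature, leftover ATP was read by Kinase-Glo Plus luminescence.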
# TCR act = activates T cell receptor signaling. Potency, µM (top dose mostly 9.22 µM), without a hit: top-dose activation of IL-2 secretion, actives largely listed as activators. 330,000 tested, under 10 active. primary human leukocytes, anti-CD3, IL-2 HTRF, 48 h. AID 504894; also: % of control where 0% means no effect
#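 Human primary leukocytes + a-CD3 beads + cpd, 48 hr; IL-2 in supernatant by HTRF (ex 320nm / em 665nm). No co-stimulatory signal supplied.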
# Tb PFK inh = T. brucei PFK enzyme inhibition. AID 485367. O15648. 330,000 tested, 0.17% active. Potency, µM (top dose mostly 57.5 µM), inactives show at the top dose activity, negative = inhibition, actives largely listed as inhibitors. T. brucei PFK, ADP-Glo luminescence;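 also: potency is read from the fitted curve at half-maximal effect; 0% = uninhibited 1x PFK enzyme wells and -100% = no-enzyme wells; nearly all actives have a fitted effect of over 60% in size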
#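 Activity is normalized to no-enzyme wells (full inhibition) and 1.25 nM enzyme wells (no inhibition). Reaction: 0.5 mM F6P, 0.1 mM ATP, 45 min RT, ADP-Glo luminescence; concentration-response curves fitted and classed by quality.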
# AT treatment = potential ataxia-telangiectasia treatments restoring KAP-1 phosphorylation | Potency, µM (highest dose often 57.5 µM), for inactives: top-dose activation, most hits filed as activators | 320,000 tested, 0.19% active | […] A-T fibroblasts, KAP-1 phosphorylation AlphaLISA; neocarzinostatin DNA damage 30 min before lysis; also: potency is read from the fitted curve at half-maximal effect; % of control where 0% means no effect; nearly all actives have a fitted effect of over 45% in size
#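 hTERT-immortalized A-T patient fibroblasts ([…]), 500 cells/well in OPTI-MEM, 1% FBS, got compounds for 60 min, then NCS for 30 min at 37C. Lysates were then assayed for phospho-KAP-1 by AlphaLISA (anti-pKAP1 donor, anti-KAP1 acceptor beads), 6 hr at 25C.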
# * = called active by the depositor; i = inactive; ? = inconclusive; . = no result given; [ ] = dose if it differs, or a comment. Unless noted, calls follow the shape of the dose curve; as a rule, active = well fitted curve in the direction sought with a large enough effect; inconclusive = small, poorly fitted or top-dose-only effect, or another doubt; inactive = no such curve, though single readings can be large; an effect the other way counts as inactive or inconclusive. The order is random. About 1.6% of those tested had a hit in this group.
SMILES,hERG WT inh,TSHR antagonist,CXXC DNA block,FBPA coupling cs,Giardia killer,Chronic BCR inh,GALK inhibitor,TCR act,Tb PFK inh,AT treatment
CC(C)CNC(=O)c1ccccc1NC(=O)CCSc1ccccc1,i,-6,4%,-1,-23,?,1%,-3%[46.1 µM],-5%,9%
CC(=O)c1ccc(NC(=O)CSc2nc3ccccc3c(=O)n2CCCN2CCOCC2)cc1,31,.,.,.,-3,?,.,0%,-3%,12%
COc1ccc(-c2noc(CCC(=O)Nc3cccc(C)c3)n2)cc1,1,-10,-5%,0,12,?,-3%,2%,0%,-4%
CCOC(=O)C1CCCN(C(=O)Cn2nc(C)c3c(C)n(-c4ccccc4)nc3c2=O)C1 (configuration not stated),6,-4,-2%,0,10,4%,0%,1%,-1%,0%
Cc1noc(C)c1COc1ccc(CC(=O)NCc2ccccc2)cc1,6,0,3%,3,12,?,10%,0%,1%,-1%
O=C(NC1CCCCC1)C(c1cc2c(cc1[N+](=O)[O-])OCO2)N1CCCCC1 (configuration not stated),.,9,-8%,-3,.,-2%,.,0%[46.1 µM],-5%,0%
CCC(=O)Nc1nnc(S(=O)(=O)N(CC)c2cc(C)cc(C)c2)s1,1,-5,10%,-1,-7,1%,-2%,0%,1%,3%
Cc1ccc(Cl)cc1N1CCN(S(=O)(=O)c2c(C)nc3scc(C)n3c2=O)CC1,-2,-23,21%,-1,-3,3%,-3%,7%,11%,1%
COc1ccc(NC(=O)c2cccc3c2C(=O)c2ccc(-c4cnc(OC)nc4)cc2S3(=O)=O)cc1,-33,66,.,.,-9,?,.,-4%,4%,1%
COCCN(C(=O)c1csnn1)C(C(=O)NC1CCCCC1)c1ccccc1F (configuration not stated),-3,40,?,-1,10,-2%,11%,7%,-14%,-1%
c1ccc(-c2csc(Nc3ncccn3)n2)cc1,-4,-9,10%,2,-27,?,0%,-1%[46.1 µM],-5%,2%
CCC(c1nnnn1C1CCCCC1)N(Cc1ccco1)Cc1cc2ccc(OC)cc2[nH]c1=O (configuration not stated),4,-4,3%,-2,25,?,-1%,1%,-3%,-4%
N[C@@H](Cc1ccc(O)cc1)C(=O)Nc1ccc2ccccc2c1,-3,.,.,.,3,?,.,4%,-1%,13%
CCCC1(CCC)NC(=O)N(CC(=O)c2cc(C)n(-c3ccc4c(c3)OCO4)c2C)C1=O,5,-6,1%,0,18,?,2%,-2%[46.1 µM],3%,1%
CCOC(=O)N1CCN(c2nc3ccccn3c(=O)c2C=O)CC1,-4,20,-11%,0,-13,?,2%,4%,0%,-7%
COc1ccc(C(CNC(=O)C(C)(C)Oc2ccc(Cl)cc2)N2CCCC2)cc1 (configuration not stated),51,29,.,.,1,-2%,.,.,-2%,-2%
O=C(N[C@@H](Cc1ccccc1)C(=O)O)c1ccc(C(F)(F)F)cc1,-6,-1,-21%,18,-1,18%,1%,8%,-3%,18%
CN(C)S(=O)(=O)c1cccc(NC(=O)CCNC(=O)Nc2ccccc2)c1,3,12,.,.,-18,-1%,.,-2%,1%,-2%
CCC1CCC(NC(=O)Nc2cccc(OC)c2)CC1 (configuration not stated),-33,0,-7%,-1,11,?,5%,-11%,-5%,1%
Cc1cc[n+](CC(=O)c2cccs2)cc1,-10,-6,2%,-1,-8,-35%,0%,3%,-10%,5%
Cc1cc(/C=N/n2cnnc2)c(C)n1-c1ccc(OCc2ccccc2F)cc1,11,0,0%,-4,-12,-30%,-5%,-5%,0%,5%
CN(C)CCCNC(=O)C[C@H]1C[C@H](C(=O)N2CCOCC2)[C@@]2(C)c3[nH]c4cc(CCC(=O)N(C)C)ccc4c3CCN2C1=O,-6,48,.,.,-12,0%,.,-3%[46.1 µM],1%,12%
Cc1ccccc1OCCC(=O)N(CC(=O)Nc1ccccc1C(F)(F)F)Cc1ccco1,-2,-6,.,.,-7,5%,.,3%,-15%,14%
Cc1cccc(/C=N/n2c(C)nnc2C)c1,4,2,-2%,3,-9,-7%,-1%,-5%,-3%,-11%
CN(c1ccc(C(=O)N2CCN(Cc3ccccc3)CC2)cc1)S(=O)(=O)c1ccc(Cl)cc1,-1,-17,9%,-1,26,4%,-2%,2%,1%,1%
CCOc1ccc(-n2c(-c3ccc(Br)cc3)c[n+]3c2CCCCC3)cc1,-81*,-5,-4%,-5,20,?,0%,4%,4%,0%
Cc1nc2nc(SCC(=O)C(C)(C)C)[nH]c2cc1Br,-8,-5,4%,-1,-7,8%,11%,3%,3%,-1%
NNC(=O)c1cc(C23CC4CC(CC(C4)C2)C3)[nH]n1,2,-14,1%,0,10,4%,0%,2%,-5%,4%
O=C1NC(=O)c2cc(NC(=O)c3cccc4ccccc34)ccc21,6,-2,72%[activator],2,-5,.,.,2%,-5%,2%
O=C(CN(C(=O)CCC(=O)Nc1nccs1)c1ccc(F)c(Cl)c1)NCC1CCCO1 (configuration not stated),6,21,-4%,-1,-21,0%,-1%,7%,2%,-1%
O=S(=O)(c1ccc(Cl)cc1)N1CCN(CCc2ccncc2)CC1,8,10,6%,1,-12,27%,-1%,7%,5%,0%
O=c1cc(CN2CCN(S(=O)(=O)c3ccccc3[N+](=O)[O-])CC2)nc2sccn12,7,-1,-1%,0,-3,?,1%,0%,-2%,3%
CCOc1ccc(S(=O)(=O)N2CCN(C(=O)c3cc(C4CC4)nn3-c3ccccc3)CC2)cc1,-3,-9,.,.,0,1%,.,2%,1%,-2%
COc1ccccc1NC(=O)C(=O)NCC(c1ccco1)N1CCc2ccccc21 (configuration not stated),-2,.,.,.,-3,?,.,-2%,-14%,-1%
CC(NC(=S)Nc1ccccc1C(F)(F)F)C1CC2CCC1C2 (configuration not stated),-1,-4,-8%,2,-1,0%,-2%,3%,5%,4%
CCOC(=O)c1c(NC(=O)CSc2nnc(CNC(=O)c3ccco3)n2C)sc2c1CCC2,-13,4,-11%,8,0,16%,0%,2%,-6%,3%
COc1ccc(NC2CC(=O)N(c3cc([N+](=O)[O-])ccc3C)C2=O)cc1 (configuration not stated),7,3,3%,0,-22,1%,0%,0%,4%,-1%
COc1ccc(NC(=O)CSc2nnc(-c3cccnc3)o2)c(OC)c1,3,-8,.,.,-5,1%,.,2%,-4%,2%
COc1ccc(C(=S)N2CCCCC2)cc1Br,-2,-6,-2%,2,3,0%,-2%,-9%,-1%,-3%
CN(Cc1ccc(Cl)cc1)C(=O)c1ccc(S(=O)(=O)NCc2ccco2)cc1,6,-2,.,.,-25,3%,.,7%,-2%,11%
C/C(=N\NS(=O)(=O)c1cccc([N+](=O)[O-])c1)c1cc2ccccc2o1,9,-5,-6%,9,7,?,1%,1%,3%,-1%
CCC(Oc1ccccc1)C(=O)OCC(=O)N(CC)c1c(N)n(Cc2ccccc2)c(=O)[nH]c1=O (configuration not stated),5,-7,.,.,22,2%,.,0%,-8%,5%
CC1CC(C)CN(S(=O)(=O)c2ccc(NC(=O)C3CSC4(C)CCC(=O)N34)cc2)C1 (configuration not stated),-19,26,.,.,-7,-2%,.,4%,2%,.
CCCC(C(=O)NCc1ccccc1)N(C(=O)Cn1nnc(-c2cccs2)n1)c1ccc2c(c1)OCCO2 (configuration not stated),-2,13,-9%,3,-5,1%,0%,4%[46.1 µM],2%,6%
COc1ccc(CNC(=O)CS(=O)Cc2nc(-c3ccc(OC)c(OC)c3)oc2C)cc1 (configuration not stated),-4,25,2%,.,12,-13%,-7%,-5%,12%,-14%
Cc1nc2c(C)cccc2cc1C(=O)N/N=C/c1ccc(O)cc1,17,5,4%,5,23,-17%,0%,1%[46.1 µM],3%,-4%
COc1cccc(CN(C(=O)c2cccs2)C2CCS(=O)(=O)C2)c1 (configuration not stated),2,14,11%,2,-12,0%,-8%,0%,-2%,1%
O=C(O)c1ccc(-n2c(-c3ccccc3)n[nH]c2=S)cc1,-20,15,-11%,0,-10,?,-3%,1%,18%,22%
O=C(CSc1nnc(CNC(=O)c2ccc(F)cc2)o1)NCC1CCCO1 (configuration not stated),-2,16,-3%,2,-7,5%,3%,2%,-4%,3%
Cc1n[nH]c(=S)n1/N=C/c1ccc(OCc2ccc(Cl)cc2)cc1,3,-10,8%,3,-11,?,3%,4%,-1%,16%
Cc1nnc2sc(SCc3ccccc3)nn2c1=O,.,3,1%,1,.,?,0%,-6%[46.1 µM],6%,7%
COc1ccccc1CCn1c(N)c(C#N)c2nc3ccccc3nc21,5,-8,2%,-6,-1,?,-3%,5%,-3%,31%
CC(C)(C)c1csc(NC(=O)CS(=O)(=O)c2ccccc2)n1,17,-3,5%,-4,13,9%,0%,-2%,5%,6%
